Bioassay records deposited in PubChem BioAssay by several laboratories.
Vif inh: blocks HIV Vif function; HEK293T cells, Vif self-association by quenched fluorescence, imaging, 24 h; inhibition, % at 7.49 µM; 340,000 compounds, 0.35% hits; AID 602346; in the data active = inhibition above about 50%, passing the limit was not always enough; note: some results filed as inactive read as strong as hits
MC4R antagonist: human MC4R antagonism in cAMP assay | MC4R-expressing cells, MTII-stimulated cAMP, LANCE TR-FRET | inhibition, % at 6.5 µM | 360,000 compounds, 0.48% hits | AID 540295;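 active = inhibition above its plate's cutoff, the mean of tested wells on that plate plus 3 SD, cut at about 29% in these data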;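 note: 0% = Melanotan II alone and 100% = Melanotan II plus saturating MCL0020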
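system = U2OS cells with stable human MC4R expression | also added = Melanotan II challenge after compound preincubation | dosing = one concentration, 6.5 µM nominal | incubation = compound 30 min, challenge 1 h, detection 1 h | measured by = TR-FRET with Eu-cAMP and labeled anti-cAMP, 671 nm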
ABHD5 PLIN5 PPI: ABHD5-PLIN5 protein interaction inhibition | 360,000 compounds, 0.78% hits | inhibition, % at 4 µM | Split G. princeps luciferase complementation, luminescence, 4 h | Q00G26+Q8WTS1;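 active = inhibition above the mean inhibition across every tested compound plus 3 SD, cut at about 22% in these data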;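 note: 0% = DMSO only wells and the 100% control is not disclosed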
TLR9-MyD88 block: blocks human TLR9 binding to MyD88; 340,000 compounds, 0.21% hits; inhibition, % at 4.98 µM; AID 504734; Q9NR96+Q99836; CHO BLA complementation TLR9-MyD88, CCF4 FRET ratio;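 active = inhibition above the mean over all tested compounds plus 3 SD, cut at about 21% in these data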;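 note: 0% = DMSO only wells and 100% = clavulanate BLA inhibitor control wells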
Target sequence (Q99836 whole entry, looked up): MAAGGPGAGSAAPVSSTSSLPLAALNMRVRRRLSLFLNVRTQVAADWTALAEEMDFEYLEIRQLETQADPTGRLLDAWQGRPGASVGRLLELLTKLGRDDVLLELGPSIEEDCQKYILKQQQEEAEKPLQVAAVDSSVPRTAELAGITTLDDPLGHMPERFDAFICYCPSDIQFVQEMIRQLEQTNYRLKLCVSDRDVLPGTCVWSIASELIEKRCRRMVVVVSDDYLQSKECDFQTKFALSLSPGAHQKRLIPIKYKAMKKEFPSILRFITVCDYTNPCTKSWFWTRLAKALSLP
Target sequence (Q9NR96 whole entry, looked up): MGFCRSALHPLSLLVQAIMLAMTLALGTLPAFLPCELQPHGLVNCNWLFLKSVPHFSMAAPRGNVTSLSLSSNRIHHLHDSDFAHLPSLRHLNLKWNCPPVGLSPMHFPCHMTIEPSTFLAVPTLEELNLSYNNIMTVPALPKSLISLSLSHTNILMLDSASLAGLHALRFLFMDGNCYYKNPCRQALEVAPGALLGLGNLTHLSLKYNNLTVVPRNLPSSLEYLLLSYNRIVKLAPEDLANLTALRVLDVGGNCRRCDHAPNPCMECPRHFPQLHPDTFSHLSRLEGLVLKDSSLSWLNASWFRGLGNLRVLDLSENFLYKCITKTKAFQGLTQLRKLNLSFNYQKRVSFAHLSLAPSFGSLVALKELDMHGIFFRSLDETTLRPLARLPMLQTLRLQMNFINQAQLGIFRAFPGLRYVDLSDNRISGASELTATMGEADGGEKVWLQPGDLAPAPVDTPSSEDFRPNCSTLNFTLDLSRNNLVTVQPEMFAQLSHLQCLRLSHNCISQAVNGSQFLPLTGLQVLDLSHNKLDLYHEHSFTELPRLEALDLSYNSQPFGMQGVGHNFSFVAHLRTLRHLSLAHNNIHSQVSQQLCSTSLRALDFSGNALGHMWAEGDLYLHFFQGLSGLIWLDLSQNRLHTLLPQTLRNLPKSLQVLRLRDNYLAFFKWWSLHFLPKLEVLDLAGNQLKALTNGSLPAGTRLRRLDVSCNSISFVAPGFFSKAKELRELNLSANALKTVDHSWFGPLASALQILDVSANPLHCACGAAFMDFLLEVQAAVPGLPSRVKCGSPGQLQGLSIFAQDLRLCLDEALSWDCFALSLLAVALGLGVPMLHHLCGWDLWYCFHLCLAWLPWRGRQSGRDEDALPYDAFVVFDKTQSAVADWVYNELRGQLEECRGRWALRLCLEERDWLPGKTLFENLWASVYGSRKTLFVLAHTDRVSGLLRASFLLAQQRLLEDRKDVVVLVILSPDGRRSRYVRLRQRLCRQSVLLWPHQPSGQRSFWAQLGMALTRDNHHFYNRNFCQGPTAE
N-glyco inh: blocks N-linked glycosylation in D54 reporter cells; reporter increase, % at 12.5 µM; 360,000 compounds, 0.23% hits; D54 ERlucT glycosylation luciferase reporter, 24 h; percent of 100 nM tunicamycin response; AID 588692;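 active = mean luciferase reporter signal, scaled so untreated is 0 and the glycosylation-blocking control 100, at or above a set limit in every replicate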;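 note: luciferase carries N-glycosylation sites so blocking glycosylation raises the light; 0% = median of neutral control wells and 100% = median of 100 nM tunicamycin wells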
MC4R barr agon: agonists of human melanocortin 4 receptor (MC4R) beta-arrestin. U2OS MC4R beta-arrestin complementation, luminescence; percent of melanotan II response, DMSO zero. activation, % at 8.9 µM. 360,000 compounds, 0.98% hits;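 active = activation above a per-plate cutoff, the mean activation of sample wells on that plate plus 3 SD, cut at about 8% in these data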
ABCB6 inh MLPCN: inhibitors of human ABC transporter ABCB6 | K562-ABCB6 porphyrin accumulation, flow cytometry, 1 h; hits give low values | fluorescence ratio to DMSO, % at 10 µM | 360,000 compounds, 0.19% hits;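 active = fluorescence ratio to DMSO below 75%, the collection mean minus 3 SD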;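 note: signal is porphyrin accumulated inside mitochondria; 100% equals median channel fluorescence of DMSO control wells; lower ratio means ABCB6 inhibition with less porphyrin fluorescence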
NOD2 RIPK2 PPI: inhibitors of human NOD2-RIPK2 interaction; O43353; CHO BLA complementation NOD2-RIPK2, CCF4 ratio; inhibition, % at 4.98 µM; 360,000 compounds, 0.38% hits; AID 624267; in the data active = inhibition above about 21%;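 note: 0% = vehicle only and 100% = reference blocker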
aDG glyco up: increases alpha dystroglycan glycosylation | Pro5-aDG cells, alpha-DG glycosylation AlphaScreen (IIH6); 0% Pro5, 100% B10-LARGE cell signal | activation, % at 10 µM | 360,000 compounds, 0.22% hits;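 active = activation of at least 8% versus controls, or a plate z-score of at least 8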;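 note: Pro5 are CHO cells carrying HIG-tagged alpha-DG that lacks glycosylation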
Exocytosis inh: blocks lytic granule exocytosis; inhibition, % at 10 µM; 360,000 compounds, 0.66% hits; AID 651702; TALL-104 LAMP-1 surface exposure, flow cytometry; cells stimulated with thapsigargin and PMA;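 active = inhibition above about 55%, limit read from the data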
Starred values were filed as active, the others as inactive. The list is partial. The share of hits here may be higher or lower than overall.

C=CCn1c2ccccc2c2nnc(SCCN3CCOCC3)nc21 was read as Vif inh 6, MC4R antagonist 7, ABHD5 PLIN5 PPI -1, TLR9-MyD88 block -4, N-glyco inh 0, MC4R barr agon -2.9, ABCB6 inh MLPCN 95, NOD2 RIPK2 PPI 1, aDG glyco up -0.3 and Exocytosis inh 16.
Screening CCOc1cc(C(=O)Nc2ccc(S(=O)(=O)N3CCCCC3)cc2)ccc1OCC(=O)N1CCOCC1 returned Vif inh -10, MC4R antagonist 7, ABHD5 PLIN5 PPI -1, TLR9-MyD88 block 7, N-glyco inh 0, MC4R barr agon -5.4, ABCB6 inh MLPCN 96, NOD2 RIPK2 PPI 2, aDG glyco up -0.3 and Exocytosis inh -6.
For C=CCNc1nc(N)c(C(=C(C#N)C#N)c2ccccc2)s1 the results were Vif inh 15, MC4R antagonist 10, ABHD5 PLIN5 PPI 3, TLR9-MyD88 block -8, N-glyco inh 6, MC4R barr agon 0.4, ABCB6 inh MLPCN 96, NOD2 RIPK2 PPI -16, aDG glyco up -0.5 and Exocytosis inh 1.
`CC(C)(C)OC(=O)COc1ccc(/C=N/NC(=O)CN2CCCCC2)cc1` gave Vif inh -10, MC4R antagonist 23, ABHD5 PLIN5 PPI -3, TLR9-MyD88 block -9, N-glyco inh 1, MC4R barr agon 1.6, ABCB6 inh MLPCN 94, NOD2 RIPK2 PPI 7, aDG glyco up 0.1 and Exocytosis inh -3.
CCOc1ccc(CCNC(=O)COC(=O)CCc2cc(OC)c(OC)c(OC)c2)cc1OCC was read as Vif inh 0, MC4R antagonist 9, ABHD5 PLIN5 PPI -4, TLR9-MyD88 block 3, N-glyco inh 1, MC4R barr agon -2.9, ABCB6 inh MLPCN 101, NOD2 RIPK2 PPI -1, aDG glyco up 0.1 and Exocytosis inh -1.
For COc1ccc(OC)c(NC(=O)COC(=O)Cc2ccc(Br)cc2)c1 the results were Vif inh -3, MC4R antagonist 9, ABHD5 PLIN5 PPI 1, TLR9-MyD88 block -1, N-glyco inh 1, MC4R barr agon -4.1, ABCB6 inh MLPCN 96, NOD2 RIPK2 PPI 2, aDG glyco up -0.3 and Exocytosis inh 0.
Screening CC(=O)c1c(C)[nH]c(C(=O)NCc2ccccc2)c1C returned Vif inh 24, MC4R antagonist -3, ABHD5 PLIN5 PPI -2, TLR9-MyD88 block 4, N-glyco inh 3, MC4R barr agon -2.7, ABCB6 inh MLPCN inactive, NOD2 RIPK2 PPI 0, aDG glyco up -0.1 and Exocytosis inh -2.
`CCOc1ccccc1Nc1ccnc2cc(Cl)ccc12` gave Vif inh -7, MC4R antagonist 18, ABHD5 PLIN5 PPI 4, TLR9-MyD88 block 2, N-glyco inh 1, MC4R barr agon -0.6, ABCB6 inh MLPCN 93, NOD2 RIPK2 PPI 3, aDG glyco up 3.1 and Exocytosis inh -1.
For Cc1ccc(NC(=O)Nc2nnc(Cc3ccc([N+](=O)[O-])cc3)s2)cc1 the results were Vif inh 0, MC4R antagonist -10, ABHD5 PLIN5 PPI 9, TLR9-MyD88 block -2, N-glyco inh -3, MC4R barr agon 9.3*, ABCB6 inh MLPCN 94, NOD2 RIPK2 PPI 0, aDG glyco up -0.2 and Exocytosis inh -6.
CCOC(=O)N1CCN(c2nc(C)cc(C(F)(F)F)n2)CC1 was read as Vif inh 8, MC4R antagonist -3, ABHD5 PLIN5 PPI -4, TLR9-MyD88 block -7, N-glyco inh -2, MC4R barr agon -0.6, ABCB6 inh MLPCN 95, NOD2 RIPK2 PPI -3, aDG glyco up 0.2 and Exocytosis inh 11.
Screening COc1ccc(C)cc1NC(=O)CN(C)S(=O)(=O)c1cccs1 returned Vif inh 8, MC4R antagonist 5, ABHD5 PLIN5 PPI -5, TLR9-MyD88 block -3, N-glyco inh 0, MC4R barr agon -1.4, ABCB6 inh MLPCN 88, NOD2 RIPK2 PPI -26, aDG glyco up -0.2 and Exocytosis inh 1.
For CC1=NN(c2ccc(C)cc2C)C(=O)C1C(c1cccc(O)c1)C1C(=O)N(c2ccc(C)cc2C)N=C1C (stereo not given) the results were Vif inh -1, MC4R antagonist 3, ABHD5 PLIN5 PPI -34, TLR9-MyD88 block -5, N-glyco inh 0, MC4R barr agon -1.7, ABCB6 inh MLPCN 89, NOD2 RIPK2 PPI 7, aDG glyco up 0.1 and Exocytosis inh -2.
Screening NC(=O)c1ccc(NC(=O)c2ccc(COc3ccccc3Br)cc2)cc1 returned Vif inh -3, MC4R antagonist 0, ABHD5 PLIN5 PPI 6, TLR9-MyD88 block 3, N-glyco inh -1, MC4R barr agon -2.4, ABCB6 inh MLPCN 96, NOD2 RIPK2 PPI -8, aDG glyco up -0.1 and Exocytosis inh 2.
For CCc1nc2ccc(C(=O)NCCC(C)C)cn2c1N(C)Cc1nccs1 the results were Vif inh 3, MC4R antagonist -1, ABHD5 PLIN5 PPI 10, N-glyco inh -3, MC4R barr agon -0.7, ABCB6 inh MLPCN 97, NOD2 RIPK2 PPI -7, aDG glyco up -0.1 and Exocytosis inh 1.
CN1CCN(S(=O)(=O)c2ccc(NC(=O)c3ccc(F)cc3)cc2)CC1 was read as Vif inh 1, MC4R antagonist 11, ABHD5 PLIN5 PPI 2, TLR9-MyD88 block 3, N-glyco inh 2, MC4R barr agon -0.6, ABCB6 inh MLPCN 107, NOD2 RIPK2 PPI -6, aDG glyco up 0.2 and Exocytosis inh 6.
For O=C(NC(Cc1ccccc1)C(=O)O)/C(=C/c1ccccc1)NC(=O)c1ccco1 (stereo not given) the results were Vif inh 4, MC4R antagonist 1, ABHD5 PLIN5 PPI -3, TLR9-MyD88 block 1, N-glyco inh 0, MC4R barr agon 0.7, ABCB6 inh MLPCN 99, NOD2 RIPK2 PPI 4, aDG glyco up 0.2 and Exocytosis inh -12.
CO/N=C(\CCC(=O)O)c1cccs1 was read as Vif inh 4, MC4R antagonist 5, ABHD5 PLIN5 PPI -3, TLR9-MyD88 block -5, N-glyco inh 1, MC4R barr agon 0.5, ABCB6 inh MLPCN 100, NOD2 RIPK2 PPI -13, aDG glyco up -0.2 and Exocytosis inh 1.
Cc1ccc(C)c(S(=O)(=O)N2CCN(CC(=O)Nc3ccc4c(c3)OCCO4)CC2)c1 was read as Vif inh -3, MC4R antagonist 3, ABHD5 PLIN5 PPI -2, TLR9-MyD88 block 3, N-glyco inh 1, MC4R barr agon -1.2, ABCB6 inh MLPCN 89, NOD2 RIPK2 PPI 0, aDG glyco up 0.0 and Exocytosis inh 0.
For COc1ccc(NC(=O)/C(C#N)=C/c2ccc(-c3ccccc3C(=O)O)o2)cc1 the results were Vif inh 0, MC4R antagonist -20, ABHD5 PLIN5 PPI -3, TLR9-MyD88 block 6, N-glyco inh 3, MC4R barr agon -1.4, ABCB6 inh MLPCN 91, NOD2 RIPK2 PPI -9, aDG glyco up -0.3 and Exocytosis inh 6.
O=C(c1ccco1)N1CCN(S(=O)(=O)c2ccc(Oc3ccccc3)cc2)CC1 was read as MC4R antagonist 6, ABHD5 PLIN5 PPI 50*, TLR9-MyD88 block -5, N-glyco inh 0, MC4R barr agon -0.4, ABCB6 inh MLPCN 89, NOD2 RIPK2 PPI 6, aDG glyco up 0.8 and Exocytosis inh -4.
Screening CC(=O)c1cc(C#N)c(SCC(=O)Nc2nccs2)nc1C returned Vif inh -14, MC4R antagonist -12, ABHD5 PLIN5 PPI -2, TLR9-MyD88 block -39, N-glyco inh 1, MC4R barr agon -0.5, ABCB6 inh MLPCN 104, NOD2 RIPK2 PPI 3, aDG glyco up 1.6 and Exocytosis inh 1.
Cc1cc(Cl)ccc1OCCCC(=O)NO was read as Vif inh 13, MC4R antagonist 6, ABHD5 PLIN5 PPI -2, TLR9-MyD88 block -2, N-glyco inh 81*, MC4R barr agon 0.1, ABCB6 inh MLPCN 109, NOD2 RIPK2 PPI 1, aDG glyco up -0.3 and Exocytosis inh -4.
Cc1cccc(NC(=O)CCCN=C2NS(=O)(=O)c3ccccc32)c1C was read as Vif inh 6, MC4R antagonist -3, ABHD5 PLIN5 PPI -6, TLR9-MyD88 block -4, N-glyco inh 2, MC4R barr agon -0.5, ABCB6 inh MLPCN 94, NOD2 RIPK2 PPI -13, aDG glyco up 0.3 and Exocytosis inh 2.
Screening Cc1ccc(C(=O)CC2(O)C(=O)N(C)c3ccccc32)o1 (stereo not given) returned Vif inh 9, MC4R antagonist 2, ABHD5 PLIN5 PPI -1, TLR9-MyD88 block -7, N-glyco inh 1, MC4R barr agon -1.2, ABCB6 inh MLPCN 99, NOD2 RIPK2 PPI 4, aDG glyco up 0.2 and Exocytosis inh -3.
O=C(CSc1nc2ccccc2s1)NC1CCCc2ccccc21 (stereo not given) was read as Vif inh 1, MC4R antagonist 12, ABHD5 PLIN5 PPI -11, TLR9-MyD88 block 5, N-glyco inh 2, MC4R barr agon 2.9, ABCB6 inh MLPCN 98, NOD2 RIPK2 PPI -6, aDG glyco up 0.1 and Exocytosis inh -2.
`Cc1ccc(-n2c(-c3ccncc3)n[nH]c2=S)cc1` gave Vif inh 3, MC4R antagonist 14, ABHD5 PLIN5 PPI 2, TLR9-MyD88 block 3, N-glyco inh 3, MC4R barr agon -3.4, ABCB6 inh MLPCN 101, NOD2 RIPK2 PPI -12, aDG glyco up -0.2 and Exocytosis inh -3.
For CCN(CC)S(=O)(=O)c1ccc(-c2nnc(SCC(=O)N3c4ccccc4CC3C)n2CC)cc1 (stereo not given) the results were Vif inh 9, MC4R antagonist 9, ABHD5 PLIN5 PPI -4, TLR9-MyD88 block -8, N-glyco inh -2, MC4R barr agon -2.1, ABCB6 inh MLPCN 102, NOD2 RIPK2 PPI 14, aDG glyco up 0.4 and Exocytosis inh -2.
CSc1nnnn1-c1c(C)cccc1C was read as Vif inh 51*, MC4R antagonist -1, ABHD5 PLIN5 PPI 0, TLR9-MyD88 block 1, N-glyco inh -2, MC4R barr agon -1.1, ABCB6 inh MLPCN 99, NOD2 RIPK2 PPI -4, aDG glyco up -0.1 and Exocytosis inh -3.
Screening Cn1ccnc1SCC(=O)Nc1ccc([N+](=O)[O-])cn1 returned Vif inh 15, MC4R antagonist -7, ABHD5 PLIN5 PPI 1, TLR9-MyD88 block 6, N-glyco inh 1, MC4R barr agon -0.8, ABCB6 inh MLPCN 102, NOD2 RIPK2 PPI 8, aDG glyco up 0.0 and Exocytosis inh -6.
For COCc1cc(=O)[nH]c(/N=C(\N)Nc2ccccc2C)n1 the results were Vif inh 7, MC4R antagonist 2, ABHD5 PLIN5 PPI 3, TLR9-MyD88 block -6, N-glyco inh 1, MC4R barr agon -0.7, ABCB6 inh MLPCN 100, NOD2 RIPK2 PPI 6, aDG glyco up -0.1 and Exocytosis inh -6.
For CCCn1nc(NS(=O)(=O)c2cccc3nonc23)c2cc3cccc(C)c3nc21 the results were Vif inh 1, MC4R antagonist 5, ABHD5 PLIN5 PPI -14, TLR9-MyD88 block -10, N-glyco inh 3, MC4R barr agon -2.3, ABCB6 inh MLPCN 106, NOD2 RIPK2 PPI -1, aDG glyco up 0.0 and Exocytosis inh 17.
